Screens as filed in PubChem BioAssay.
LMPTP block – LMPTP phosphatase inhibitors, primary screen, biochemical, fluorescence intensity, uHTS | inhibition, % at 20 µM | AID 651560, 2012 | recombinant LMPTP-A, OMFP fluorogenic substrate | hit rate 0.22% among 360,000;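 active means compounds that cut the enzyme signal by at least half of the control window in the single-dose screen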;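 further: plate controls were DMSO wells with enzyme plus substrate for no effect and substrate without enzyme for full effect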
Target sequence (P24666 whole entry, looked up): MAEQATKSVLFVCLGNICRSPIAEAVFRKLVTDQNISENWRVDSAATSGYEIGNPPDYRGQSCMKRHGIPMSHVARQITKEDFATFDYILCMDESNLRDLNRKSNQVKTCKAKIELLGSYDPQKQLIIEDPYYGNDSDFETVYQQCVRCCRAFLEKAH
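test system = LMPTP-A | amount = 0.625 nM LMPTP-A final | reagent = fluorogenic phosphatase substrate OMFP at 400 µM final | incubation = 50 min at room temperature | benchmarks = no-enzyme low control, uninhibited high control | medium = Bis-Tris pH 6.0, DTT, detergent | signal = fluorescence intensity of OMFP turnover product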
STEP block – STEP phosphatase inhibitors, primary screen, biochemical, fluorescence intensity, uHTS; Tyrosine-protein phosphatase non-receptor type 5 (Homo sapiens), P54829; recombinant STEP, OMFP fluorogenic substrate; inhibition, % at 20 µM; hit rate 0.25% among 360,000; AID 588621, 2011;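 active means inhibition at 20 µM, scaled per plate between control wells, above about 37%, limit read from the data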;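 further: 0% = DMSO with enzyme and substrate and 100% = substrate only without enzyme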
Target sequence (P54829 whole entry, looked up): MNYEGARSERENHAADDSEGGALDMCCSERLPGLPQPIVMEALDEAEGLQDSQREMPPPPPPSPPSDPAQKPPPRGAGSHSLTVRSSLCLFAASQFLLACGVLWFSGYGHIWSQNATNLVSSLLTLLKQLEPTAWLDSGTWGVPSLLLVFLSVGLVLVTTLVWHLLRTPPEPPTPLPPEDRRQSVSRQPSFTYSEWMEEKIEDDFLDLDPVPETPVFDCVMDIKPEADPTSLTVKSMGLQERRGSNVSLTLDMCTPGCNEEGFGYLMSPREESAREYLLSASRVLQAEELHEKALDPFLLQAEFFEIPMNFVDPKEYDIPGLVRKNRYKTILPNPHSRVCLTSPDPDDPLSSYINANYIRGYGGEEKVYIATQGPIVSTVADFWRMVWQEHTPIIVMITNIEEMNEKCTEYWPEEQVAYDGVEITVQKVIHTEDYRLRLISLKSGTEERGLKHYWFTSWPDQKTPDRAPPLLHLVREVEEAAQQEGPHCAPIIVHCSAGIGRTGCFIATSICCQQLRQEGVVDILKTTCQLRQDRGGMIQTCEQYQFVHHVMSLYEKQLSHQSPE
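Material: STEP (striatal-enriched tyrosine phosphatase) enzyme, cell-free | Medium: 50 mM Bis-Tris pH 6.0 with 2.5 mM DTT and 0.005% Tween 20 | Read-out: Percent inhibition scaled to no-enzyme and uninhibited-enzyme controls, plate-pattern corrected | Signal: Fluorescence read at 480 nm ex / 540 nm em | Times: 20 min reaction, room temperature, in the dark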
TbMetRS inhib – T. brucei MetRS inhibitors, primary screen, biochemical, luminescence; AID 624268, 2012; inhibition, % at 11.9 µM; purified T. brucei MetRS, ATP depletion, Kinase-Glo luminescence; methionyl-tRNA synthetase (Trypanosoma brucei brucei); hit rate 0.4% among 360,000;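 active means inhibition above a per-plate cutoff of the control wells' mean inhibition plus 3 SD, cut at about 5.5% in these data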;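 further: 0% = DMSO wells median and 100% = median of wells with control inhibitor compound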
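assay system = parasite MetRS enzyme | timing = 15 min preincubation, 2 h reaction, all 25 °C | evaluation = percent inhibition relative to median high and low control wells | medium = HEPES buffer containing pyrophosphatase, BSA, spermine, DTT | compound = single dose, 11.9 µM final nominal, 0.9% final DMSO | detection = Kinase-Glo luminescence, ATP depletion format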
SKN-1 inh – suppressors of acrylamide-induced Pgst-4::GFP reporter in worms, primary screen, SKN-1 inhibitor project, whole organism, uHTS, GFP/RFP fluorescence ratio, strain VP596; C. elegans VP596 Pgst-4::GFP/RFP ratio, 24 h; inhibition, % at 21.8 µM; hit rate 0.49% among 360,000; AID 624304, 2012;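 active means interference check ratio from 0.5 to 1.5 plus GFP to RFP signal ratio inhibition reaching or exceeding a fixed threshold, cut at about 30% in these data, passing the limit was not always enough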; further: some compounds called inactive have numbers as strong as hits
NadD block – inhibitors of S. aureus NadD, primary screen, biochemical, colorimetric, uHTS; Nicotinate-nucleotide adenylyltransferase NadD (Staphylococcus aureus N315); purified NadD enzyme, colorimetric absorbance read-out; inhibition, % at 20 µM; hit rate 0.78% among 360,000; in the data active means inhibition above about 26%; further: some compounds past the cut are filed as inactive
Neddyl block – inhibitors of cullin neddylation, primary screen, biochemical, TR-FRET, uHTS, NAE and Ubc12 | NEDD8-conjugating enzyme Ubc12 (Homo sapiens) + NEDD8-activating enzyme E1 regulatory … | calls only at 25 µM | hit rate 0.58% among 360,000 | AID 651699, 2012; in the data active means inhibition above about 36%
CendR NRP1 mod – modulators of CendR peptide binding to NRP-1, primary screen, biochemical, fluorescence polarization, uHTS | Neuropilin-1 (Homo sapiens), O14786 | FAM-RPARPAR peptide binding to NRP-1 | inhibition, % at 25 µM | hit rate 0.85% among 360,000;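 active means inhibition or corrected inhibition above about 18%, plus a signal ratio from 0.5 to 1.5, limit read from the data, passing the limit was not always enough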; further: strong numbers were not always called active
DNMT1 block – human DNMT1 methyltransferase inhibitors, primary screen, biochemical, molecular beacon, fluorescence, HinP1I cleavage, uHTS; hit rate 0.83% among 360,000; inhibition (reported as % activation of signal), % at 10 µM; in the data active means inhibition above about 50%
SUMO1-SIM PPI – modulators of SUMO1 protein-protein interactions, primary screen, biochemical, uHTS. Small ubiquitin-related modifier 1 (Homo sapiens), P63165. SUMO1 binding to a labelled peptide, TR-FRET, 1 h. inhibition, % at 20 µM. hit rate 0.33% among 360,000; in the data active means inhibition above about 37%
Target sequence (P63165 whole entry, looked up): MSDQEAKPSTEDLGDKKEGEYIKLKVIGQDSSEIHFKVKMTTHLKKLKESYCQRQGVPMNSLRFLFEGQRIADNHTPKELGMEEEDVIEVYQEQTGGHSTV
Scp-1 inhibitor – Scp-1 phosphatase inhibitors, primary screen, biochemical, colorimetric, uHTS; AID 493091, 2011; hit rate 0.88% among 340,000; Recombinant Scp1, phosphopeptide, malachite green phosphate absorbance; inhibition, % at 20 µM;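 active means inhibition above about 50% at 20 µM, limit read from the data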;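 further: plate controls were DMSO wells with enzyme for no effect and wells lacking enzyme for full effect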
Target sequence (Q9GZU7 76-261 limits assumed): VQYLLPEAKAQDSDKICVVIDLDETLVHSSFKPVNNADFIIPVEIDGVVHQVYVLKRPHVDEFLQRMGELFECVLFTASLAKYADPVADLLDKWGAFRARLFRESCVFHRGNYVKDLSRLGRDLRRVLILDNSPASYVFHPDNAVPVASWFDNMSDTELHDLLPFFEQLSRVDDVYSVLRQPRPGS
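Material: truncated SCP-1 phosphatase (76-261aa) / Buffer or medium: 50 mM Tris acetate pH 5.5, 0.005% Tween-20, 10 mM MgCl2 / Compound dosing: one concentration, 20 µM, with 1.0% DMSO / Incubation: 45 min room-temperature reaction, 5 min colour, 30 min stabiliser / Detection: colorimetric free-phosphate detection, absorbance 630 nm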
Starred values were filed as active, the others as inactive; i = inactive; . = no result given; + = active, no number; & = joins results of further samples; ! = repeats disagree. A portion of the library, so the mix of outcomes need not match the whole.

| compound | LMPTP block | STEP block | TbMetRS inhib | SKN-1 inh | NadD block | Neddyl block | CendR NRP1 mod | DNMT1 block | SUMO1-SIM PPI | Scp-1 inhibitor |
| --- | --- | --- | --- | --- | --- | --- | --- | --- | --- | --- |
| Clc1cccc(N2Cc3cc(N4CCOCC4)ccc3-n3nncc3C2)c1 | 1.9 | 2.1 | -0.1 | 17.7 | 18.3 | i | 14.0 | -4.4 | 7.2 | . |
| COc1ccc(CC2C(=O)NC(C)C(=O)N(C)C3C(=O)N(C)C(Cc4ccc(O)c(c4)Oc4ccc(cc4)C3O)C(=O)NC(C)C(=O)NC(C)C(=O)N2C)cc1 (configuration not stated) | -1.6 | 3.3 | 0.4 | 28.0 | 3.5 | i | 0.0 | -8.5 | 3.5 | -2.8 |
| CCCC(=O)Nc1cc(C(=O)N2CCC3(CC2)OCCO3)ccc1S(=O)(=O)c1ccc(C)cc1 | -0.9 | -0.1 | -0.8 | -4.3 | -3.0 | i | -8.0 | 1.9 | -1.8 | -4.1 |
| CN(CC1COc2ccccc2O1)c1nc(-c2cccnc2)nc2ccccc12 (configuration not stated) | 10.7 | 5.2 | -0.8 | 21.5 | 0.1 | i | -3.0 | 12.0 | 3.0 | -10.5 |
| Cc1cc(C)c2c(c1)-c1cc(C)nn1C(c1cccnc1)N2 (configuration not stated) | 0.4 | -0.4 | 0.1 | 1.4 | 5.7 | i | 4.1 | -3.8 | 2.7 | -11.9 |
| O=c1c2ccccc2nc(-c2ccco2)n1-c1ccccc1 | -2.5 | 1.1 | -0.1 | 9.2 | -1.9 | i | 6.6 | 1.1 | -6.1 | -5.2 |
| Brc1ccc(C2N3CCCN23)cc1 (configuration not stated) | -5.1 | -4.1 | -0.3 | 11.0 | -1.7 | i | 3.2 | 1.4 | -2.1 | -6.5 |
| CCCCn1c(O)c(C(C)=NCCCN(C)C)c(=O)[nH]c1=O | -7.3 | 2.8 | -0.9 | 2.2 | -2.9 | i | 6.8 | -6.0 | -0.4 | -10.7 |
| O=C(Cn1c(NCCCl)nc2ccccc21)c1ccc(Br)cc1 | 2.6 | 0.3 | 1.8 | -3.3 | 3.3 | i | 7.8 | 0.7 | -5.4 | -3.1 |
| N=C1c2ccccc2CN1CC(=O)c1ccccc1 | -0.8 | -3.2 | -0.6 | 7.0 | 4.7 | i | 12.4 | 1.7 | -1.7 | -15.4 |
| CC1(O)CCC2C3CCC4=CC(=O)CCC4=C3C=CC21C (configuration not stated) | -2.2 | -1.6 | -0.4 | 4.9 | 2.0 | + | -7.1 | 11.3 | -22.3 | -5.0 |
| CCOC(=O)c1c(-n2c(C)cc(/C=C3/C(=O)NC(=O)N(CC)C3=O)c2C)sc2c1CCCC2 | 2.7 | 0.8 | -1.6 | 7.7 | 24.9 | i | 6.8 | 14.7 | 13.2 | -0.4 |
| C=COCCn1c(C)c(C(=O)OCC)c2cc(O)ccc21 | 0.2 | 0.0 | -0.9 | 6.2 | -1.9 | i | -5.1 | -0.7 | -3.2 | -3.7 |
| C=C1C(=O)OC2CC(C)C3C=CC(=O)C3(C)C(O)C12 (configuration not stated) | -0.7 | 0.7 | -0.1 | -11.2 | 3.1 | i | -11.8 | 6.6 | -2.9 | -0.3 |
| CCOP(=O)(OCC)C(NC(=O)C(Cl)Cl)C(Cl)(Cl)Cl (configuration not stated) | -1.9 | -0.2 | -0.2 | -4.7 | -1.1 | i | -0.7 | 2.0 | 5.5 | -8.6 |
| C[N+]1(C)CCc2cc3c(cc2[C@H]1[C@@H]1OC(=O)c2c1ccc1c2OCO1)OCO3 | -1.2&0.2 | 2.1&-1.8 | -1.0&-0.2 | -7.9&8.5 | 14.6&-1.4 | i | -9.9&4.9 | -0.7&2.6 | 3.4&2.3 | 98.5*! |
| CCC(CC)N1CCN(Cc2nc3ccccc3c(=O)n2-c2ccc(F)cc2)CC1 | -1.1 | -2.3 | 0.2 | 8.4 | -5.0 | i | 1.2 | -0.5 | -0.2 | -2.2 |
| C#C[C@@]1(O)CCC2C3CCC4=C/C(=N/OCC(=O)NC(C(=O)O)C(C)O)CC[C@]4(C)C3CC[C@@]21C (some centres not stated) | -0.6 | -1.1 | -0.1 | -4.8 | 3.3 | i | 3.3 | 1.2 | 0.7 | -9.1 |
| COC(=O)C1=C(c2ccc3ccccc3c2)C[C@@H]2CC[C@H]1N2C(=O)NC1Cc2ccccc2C1 | 4.0 | 0.5 | 0.7 | -10.0 | -0.4 | i | 13.0 | -2.9 | 5.2 | -8.1 |
| CCN1/C(=C/C=C/C2=[N+](CC)c3ccccc3C2(C)C)C(C)(C)c2ccccc21 | 40.9 | -73.1 | -0.8 | 66.9 | 1.2 | i | 126.2 | -19.0 | -24.6 | . |
| O=S(=O)(F)c1ccc2nc(-c3cccc(Sc4ccccc4)c3)cc(Cl)c2c1 | 6.4 | 2.7 | 0.2 | 6.9 | 5.4 | i | 16.0 | 3.0 | 20.5 | -11.4 |
| COc1cc(C(C)=O)ccc1OC(=O)N(C)c1ccccc1 | -0.8 | -3.2 | -2.6 | 4.7 | -3.8 | i | 2.2 | 4.8 | -0.1 | 3.6 |
| O=c1[nH]c(=O)n(CC2CCCO2)c(O)c1/C=C1\C=Nc2ccccc21 (configuration not stated) | 0.5&0.5 | -1.0&-0.6 | 0.1&0.4 | 5.4&11.2 | 5.1&2.0 | i | -31.1&-15.6 | 3.3&-5.1 | -27.6&2.2 | -3.6&-1.4 |
| CCOP(=O)(Cc1cc(C#N)oc1C)OCC | 0.1 | -3.5 | -0.4 | 0.1 | 2.8 | i | -0.3 | -1.7 | -5.6 | -2.0 |
| CCOC(=O)c1ccc(N=C(CC)c2c(O)n(C)c(=O)n(C)c2=O)cc1 | -0.6 | -0.1 | -0.1 | -2.9 | -2.6 | i | -0.5 | -3.8 | 0.2 | -8.9 |
| CN(C)C1C(=O)C(C(N)=O)=C(O)C2(O)C(=O)C3=C(O)c4c(O)cccc4C(C)(O)C3CC12 (configuration not stated) | 7.0 | -0.2 | -0.2 | 3.5 | -1.9 | i | 13.1 | 18.9 | 6.1 | 7.6 |
| CCn1nc(-c2cccs2)nc2c(=O)n(C)c(=O)nc1-2 | 63.1* | 65.1* | 21.7* | 0.7 | 1.8 | i | 30.2* | 118.7* | 24.4 | -6.9 |
| CC(NC(=O)Oc1ccccc1)C(c1cccs1)N1CCOCC1 (configuration not stated) | -1.3 | -0.6 | -1.1 | 9.3 | -4.6 | i | 8.0 | 2.2 | -4.4 | -6.3 |
| CC[n+]1c(SC)ccc2cc(OC)ccc21 | -1.2 | -4.0 | 0.7 | 2.8 | -3.2 | i | 0.3 | -0.7 | -2.0 | -4.6 |
| CCCOC(=O)c1ccccc1C(=O)OCCC | -0.7 | -0.6 | -0.5 | 0.7 | 8.5 | i | 7.3 | -2.4 | 4.2 | -6.3 |

Limited to STEP block (two entries from above):
Molecule | STEP block
COc1cc(C(C)=O)ccc1OC(=O)N(C)c1ccccc1 | -3.2
O=c1[nH]c(=O)n(CC2CCCO2)c(O)c1/C=C1\C=Nc2ccccc21 (configuration not stated) | -1.0&-0.6

The list continues.
| compound | LMPTP block | STEP block | TbMetRS inhib | SKN-1 inh | NadD block | Neddyl block | CendR NRP1 mod | DNMT1 block | SUMO1-SIM PPI | Scp-1 inhibitor |
| --- | --- | --- | --- | --- | --- | --- | --- | --- | --- | --- |
| COc1ccccc1CCNC1C2CC3CC(C2)CC1C3 (configuration not stated) | -3.3 | -5.1 | -0.7 | -3.2 | -7.1 | i | -1.7 | 2.3 | -6.6 | -6.8 |
| COc1ccc(OCC#CCN2CCNCC2)cc1 | -3.6 | 2.0 | 1.1 | 2.9 | -7.5 | i | -6.8 | -0.1 | 8.4 | -2.2 |
| COc1ccc(CCn2c(O)c(/C=N/NC(=O)c3ccncc3)c(=O)[nH]c2=O)cc1OC | -1.8 | 1.2 | -0.6 | -2.2 | 2.5 | i | -2.2 | 4.8 | -13.1 | -4.6 |
| CCOC(=O)c1[nH]ncc1CN1CCCC(C(=O)c2cccc(Cl)c2)C1 (configuration not stated) | -2.1 | 2.8 | -0.3 | 4.4 | -4.3 | i | -0.2 | 1.7 | 2.6 | -4.1 |
| O=C(COc1ccc2ccc(=O)oc2c1)N1CCC(C(=O)O)(c2ccccc2)CC1 | -1.7 | 0.3 | -0.2 | -2.6 | 2.0 | i | -3.3 | -0.2 | 0.0 | -4.3 |
| CN1C(=O)N(C)C(=O)C(CCc2ccncc2)(Cc2ccc3c(c2)OCO3)C1=O | -0.8 | 1.4 | 0.1 | -1.6 | -1.2 | i | 2.0 | -1.2 | 2.6 | -6.3 |
| O=[N+]([O-])c1ccc(C2[C@H]3C(c4ccccc4)=NC4(CCCC4)N23)cc1 (some centres not stated) | 0.8 | 0.1 | -0.6 | 0.8 | -2.7 | i | -3.9 | -2.3 | -19.5 | 12.7 |
| FC(F)(F)Oc1ccc(C2NCc3ccccc3-n3cccc32)cc1 (configuration not stated) | -1.2 | -1.1 | -0.9 | 20.9 | -9.9 | i | 3.7 | 2.8 | -3.1 | -4.0 |
| CC(=O)N1N=C2C3CCN(CC3)C2C1c1ccccc1 (configuration not stated) | -1.3 | -0.8 | -0.4 | 3.2 | -3.3 | i | 0.5 | 3.2 | -1.6 | 13.0 |
| C[C@]12CCC3C(CC[C@H]4C[C@@H](O)CC[C@]34C)C1C[C@@H](N)[C@@H]2O (some centres not stated) | 0.6 | 0.1 | -0.2 | 16.3 | -4.5 | i | 6.3 | 4.3 | 3.0 | 2.6 |
| CN(C)C(=O)Oc1c(Cl)cc(Cl)c2ccccc12 | 1.4 | 0.6 | -1.6 | 24.0 | -6.7 | i | -8.6 | -2.9 | -2.8 | -15.9 |
| C=CCC1(CC)C(=O)NC(=S)NC1=O | -1.0 | -0.6 | -0.4 | 10.3 | 2.7 | i | 1.2 | 2.3 | 42.1* | 7.1 |
